Assay outcomes from PubChem.
SR-BI uptake up: activators of SR-BI mediated HDL lipid uptake; CHO ldlA[mSR-BI] cells, DiI-HDL uptake fluorescence, 3 h; 100 = double the neutral-control signal; activation, % at 12.5 µM; actives 0.096% (n = 320,000);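 active means mean replicate activation of at least 60% and every replicate at or above 60%; inconclusive means mean or all-replicate condition met, but not both; inactive means mean below 60% and not all replicates reaching 60%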;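 further: 0% = median plate neutral-control signal and 100% = twice that signal; values of inactives mirror those of a sister screen read the other way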
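Assay system: CHO ldlA[mSR-BI] cells, LDL receptor-null, SR-BI overexpressing; medium: Ham's F12 with 0.5% BSA, HEPES 25 mM, pH 7.4; also added: DiI-HDL 10 µg/mL; timing: 3 h uptake period with compound, 37 °C; signal: DiI fluorescence, bottom read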
phage Ecoli inh: E. coli growth loss with phage present; actives 0.26% (n = 360,000); inhibition, % at 11.9 µM; AID 651602; growth absorbance; in the data active means inhibition above about 11%
AddAB inh: less growth of phage-infected E. coli with AddAB; actives 0.29% (n = 330,000); inhibition, % at 11.9 µM; AID 435030; E. coli expressing H. pylori AddAB, absorbance growth; in the data active means inhibition above about 12%;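 further: 0% = vehicle wells of infected cells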
Tat export inh: inhibitors of E. coli Tat protein transport; E. coli MC4100 TorA-mCherry Tat export, fluorescence; inhibition, % at 10 µM; actives 0.036% (n = 340,000);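 active means mean replicate inhibition at least 50% and at least half of replicates individually reaching 50%; inconclusive means only one of the two criteria met; inactive means neither criterion met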;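 further: exported cargo escapes ClpAP degradation while cytoplasmic cargo is degraded and loses fluorescence; 0% = median of neutral control wells and 100% = median of NaSCN control wells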
CAL PDZ FP-1: inhibitors of human CAL PDZ peptide binding; purified CAL PDZ, TMR-peptide fluorescence polarization, 1 h; AID 602252; actives 0.92% (n = 300,000); inhibition, % at 24.9 µM;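 active means mean inhibition of at least 30% with at least half of replicates also reaching 30%; inconclusive means no clear call, values can overlap the other calls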;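 further: 0% = DMSO neutral control and 100% = excess unlabeled competitor peptide PRC23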
E coli growth: reduces bacterial viability in AddAB counter-screen; E. coli V3065 growth, OD600 absorbance, 18 h; inhibition, % at 11.9 µM; AID 449728; actives 0.27% (n = 330,000);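 active means inhibition above the campaign's mean inhibition across all tested compounds plus 3 SD, cut at about 9.9% in these data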;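 further: uninfected addAB+ strain grown without phage in ampicillin broth; 0% = DMSO wells and 100% = ciprofloxacin 0.95 µg/ml wells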
CAL PDZ FP-2: human CAL PDZ-peptide interaction inhibition | inhibition, % at 20 µM | Q9HD26 | actives 0.02% (n = 330,000) | purified CAL PDZ, TMR-peptide fluorescence polarization, 1 h | AID 504414;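 active means highest replicate inhibition of at least 40%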;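 further: plate controls were DMSO neutral control wells for no effect and unlabeled competitor peptide control wells for full effect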
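Read-out basis: mP drop reported as inhibition | Assay system: Tagged CAL PDZ protein CerCALP, purified | Benchmarks: Unlabelled peptide for full inhibition, DMSO wells as neutral | Schedule: 1 h incubation at room temperature before polarization reading | Buffer or medium: Sodium phosphate/NaCl buffer pH 7.4 with TCEP, IgG, Thesit | Doses: Single point, 20 µM | Measured by: Fluorescence polarization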
SR-BI DiI inh: inhibitors of mouse SR-BI mediated HDL lipid uptake | Q61009 | ldlA[mSR-BI] CHO cells, DiI-HDL uptake fluorescence, 3 h | inhibition, % at 12.5 µM | actives 0.96% (n = 320,000);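 active means mean replicate inhibition of at least 70% and a set share of replicates each scoring 70 or more; inconclusive means meets just one of the two criteria; inactive means fails both criteria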;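 further: 0% = median of neutral control wells and 100% = median of positive control wells; values of inactives mirror those of a sister screen read the other way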
Target sequence (Q61009 whole entry, looked up): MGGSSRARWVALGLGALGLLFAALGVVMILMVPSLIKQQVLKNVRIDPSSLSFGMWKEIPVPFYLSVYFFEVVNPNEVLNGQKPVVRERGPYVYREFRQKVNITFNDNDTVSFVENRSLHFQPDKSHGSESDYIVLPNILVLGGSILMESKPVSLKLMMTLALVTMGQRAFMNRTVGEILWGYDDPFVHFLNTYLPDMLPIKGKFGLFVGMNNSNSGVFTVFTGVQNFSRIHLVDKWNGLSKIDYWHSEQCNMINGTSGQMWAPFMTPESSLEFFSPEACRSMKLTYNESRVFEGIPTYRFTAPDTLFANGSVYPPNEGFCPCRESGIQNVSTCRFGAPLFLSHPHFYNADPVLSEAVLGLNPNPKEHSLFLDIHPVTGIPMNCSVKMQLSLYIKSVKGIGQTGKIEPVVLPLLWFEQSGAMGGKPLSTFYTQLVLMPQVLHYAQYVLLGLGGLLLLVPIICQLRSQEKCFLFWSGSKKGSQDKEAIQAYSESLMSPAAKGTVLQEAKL
MITF TRPM1 HTS: activators of MITF-driven TRPM1 promoter activity in SK-MEL-5 cells | SK-MEL-5 TRPM1-promoter luciferase, 24 h; % of positive control, neutral wells = 0 | activation, % at 12.5 µM | actives 0.75% (n = 300,000) | AID 588334;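 active means mean activation of at least 80% with every replicate also reaching 80%; inconclusive means mean reaches 80% but some replicate falls short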;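 further: 0% = neutral control wells and 100% = parthenolide positive control wells; values of inactives mirror those of a sister screen read the other way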
Wnt bcat act: Wnt/beta-catenin pathway activation. Wnt/beta-catenin reporter cell assay, activator, plate reader. activation, % at 9.35 µM. actives 1.2% (n = 300,000). AID 743398; in the data active means activation above about 30%, passing the limit was not always enough; inconclusive means no clear call, values can overlap the other calls;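 further: 0% = neutral control wells and 100% = positive control wells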
Numbers without * were called inactive; ? = inconclusive; . = not tested or not shown.

SMILES | SR-BI uptake up | phage Ecoli inh | AddAB inh | Tat export inh | CAL PDZ FP-1 | E coli growth | CAL PDZ FP-2 | SR-BI DiI inh | MITF TRPM1 HTS | Wnt bcat act
COc1ccccc1OCC(=O)NCC1CCCN(C(=O)c2ccccc2SC)C1 (centres undefined) | -9 | -1.9 | 1.9 | -7 | -3 | -2.4 | -1.6 | 9 | -8 | 0
CCN(CC)S(=O)(=O)c1ccc(NS(=O)(=O)c2ccc3oc(=O)[nH]c3c2)cc1 | 3 | -0.5 | -0.7 | -5 | -6 | -2.1 | -2.1 | -3 | 12 | -2
CCN1CCN(CCCN(Cc2ccco2)C(=S)Nc2ccccc2Cl)CC1 | 5 | -0.8 | -2.8 | -15 | . | -2.4 | -0.5 | -5 | -8 | -2
CCc1nc(SCC(=O)Nc2nnc(C(C)C)s2)n[nH]1 | -10 | -0.4 | . | 2 | . | . | 0.0 | 10 | 9 | 9
O=C(Cn1c(=O)n(Cc2ccc(F)cc2)c(=O)c2ccccc21)NCC1CCCO1 (centres undefined) | . | -0.8 | -0.5 | 23 | 0 | 0.1 | 5.9 | . | 2 | 1
CN(Cc1ccc(N(C)C)cc1)C(=O)c1cc2ccccc2o1 | 1 | 0.4 | 2.2 | -6 | -3 | -0.5 | -1.9 | -1 | 41 | 4
COc1ccc(Cl)cc1NC(=O)[C@@]1(CC(=O)O)CC(/C=C/c2ccccc2)=NO1 | 32 | 1.8 | 0.8 | 1 | -3 | -1.6 | -1.7 | -32 | 2 | -3
CCOC(=O)C1=C(COC(=O)CNS(=O)(=O)c2c(F)cc(F)cc2Br)NC(=O)NC1C (centres undefined) | 16 | -0.1 | . | -10 | -7 | . | -0.5 | -16 | -7 | 2
Cc1ccc(S(=O)(=O)N2CCN(Cc3csc(C)n3)CC2)cc1 | 30 | 2.0 | 0.6 | 3 | -2 | 0.3 | -1.8 | -30 | -1 | -1
COc1ccc(C2CC(c3cc(OC)ccc3OC)n3nnnc3N2)cc1 (centres undefined) | -4 | 0.7 | 2.9 | -4 | -4 | 0.4 | -0.2 | 4 | -18 | .
COc1ccc(S(=O)(=O)N2CCOCC2)cc1NC(=O)CN1CCCc2ccccc21 | -30 | 0.2 | 1.7 | 0 | 6 | -0.8 | 1.0 | 30 | -3 | 1
CC(Oc1cc2oc(=O)c3c(c2cc1Cl)CCC3)C(=O)NCCCn1ccnc1 (centres undefined) | 13 | 0.9 | 2.3 | 11 | -3 | -0.2 | -4.2 | -13 | -18 | -3
COc1cc(OC)c2c(C)c(Cl)c(=O)oc2c1 | -11 | -0.3 | 2.0 | -1 | -2 | 2.1 | -1.1 | 22 | -4 | 0
Cc1cccc(CSc2nnc(Cn3c(=O)sc4ccccc43)n2C)c1 | -5 | 0.3 | 2.2 | -3 | -2 | -0.3 | -0.3 | 5 | 10 | -4
Cc1ccc(-c2[nH]nc3c2C(c2ccc(OC(=O)N4CCOCC4)cc2)C(C#N)=C(N)O3)cc1 (centres undefined) | 6 | . | 0.2 | 6 | -1 | -0.2 | -2.5 | -6 | 10 | -1
COc1ccc(OC)c(Nc2nc(NCCCN(C)C)nc(N)c2[N+](=O)[O-])c1 | -2 | 0.5 | 2.6 | 6 | . | 0.0 | 0.2 | 2 | . | 2
Clc1ccc(-c2n[nH]c3c2CCCC3)cc1 | -10 | 3.2 | 2.2 | 7 | . | -3.7 | -4.1 | 10 | -1 | 13
CC1Sc2ccc(S(=O)(=O)CCC(=O)NCc3ccccc3)cc2NC1=O (centres undefined) | 21 | -0.9 | 2.0 | 8 | 6 | -1.3 | 0.3 | -21 | 0 | -4
NNc1ccc2c(C(F)(F)F)cc(C(F)(F)F)nc2n1 | -19 | 3.6 | 0.2 | -8 | -2 | 0.0 | 0.0 | 19 | 8 | .
O=C(NC1CCCC1)c1cc(-c2ccc(F)cc2)on1 | -19 | 2.1 | -1.0 | -1 | 7 | 0.5 | -1.9 | 19 | 62 | -2

Compound profiles (already shown). Order of values: SR-BI uptake up, phage Ecoli inh, AddAB inh, Tat export inh, CAL PDZ FP-1, E coli growth, CAL PDZ FP-2, SR-BI DiI inh, MITF TRPM1 HTS, Wnt bcat act
`COc1ccc(S(=O)(=O)N2CCOCC2)cc1NC(=O)CN1CCCc2ccccc21` in the list: -30, 0.2, 1.7, 0, 6, -0.8, 1.0, 30, -3, 1
`Clc1ccc(-c2n[nH]c3c2CCCC3)cc1` in the list: -10, 3.2, 2.2, 7, ., -3.7, -4.1, 10, -1, 13
`Cc1ccc(-c2[nH]nc3c2C(c2ccc(OC(=O)N4CCOCC4)cc2)C(C#N)=C(N)O3)cc1` (centres undefined) in the list: 6, ., 0.2, 6, -1, -0.2, -2.5, -6, 10, -1
`NNc1ccc2c(C(F)(F)F)cc(C(F)(F)F)nc2n1` in the list: -19, 3.6, 0.2, -8, -2, 0.0, 0.0, 19, 8, .
`COc1ccc(OC)c(Nc2nc(NCCCN(C)C)nc(N)c2[N+](=O)[O-])c1` in the list: -2, 0.5, 2.6, 6, ., 0.0, 0.2, 2, ., 2

(next part)
SMILES | SR-BI uptake up | phage Ecoli inh | AddAB inh | Tat export inh | CAL PDZ FP-1 | E coli growth | CAL PDZ FP-2 | SR-BI DiI inh | MITF TRPM1 HTS | Wnt bcat act
NC(=O)C(CCC(=O)c1ccc(Br)cc1)S(=O)(=O)c1ccccc1 (centres undefined) | 10 | 0.1 | -1.6 | -7 | 10 | 0.8 | -1.1 | -10 | 8 | -1
CC(=O)Nc1ccc(NC(=O)C(C)OC(=O)COc2ccc(Nc3ccccc3)cc2)cc1 (centres undefined) | -4 | 1.7 | -0.1 | 6 | 7 | -1.1 | 0.6 | 4 | 0 | -2
Cc1cccc(-c2n[nH]c(=S)n2Cc2ccccc2)c1 | 20 | 2.4 | 0.7 | 4 | -3 | 0.4 | -1.7 | -20 | -9 | .
Cc1ccc(C)c(N2CCN(S(=O)(=O)c3cccc4cccnc34)CC2)c1 | -8 | 4.8 | 3.8 | 18 | 0 | 0.8 | 0.0 | 8 | 1 | -1
COC(=O)c1ccccc1NC(=S)NC(=O)COc1ccccc1 | -2 | 1.8 | 0.9 | 18 | -4 | -0.5 | 0.8 | 2 | -1 | .
O=C(OCCN1CCN(C2=NS(=O)(=O)c3ccccc32)CC1)c1cccc(Br)c1 | . | 1.2 | 1.4 | 9 | . | 0.8 | -1.1 | 5 | 3 | -2
CC1CCN(C(=O)CCCNC(=O)Cn2cnc3sc4c(c3c2=O)CCCC4)CC1 | 42 | 2.2 | 3.0 | 5 | -3 | 0.5 | -1.4 | -42 | . | 4
COc1ccc(NC(=S)NC(NC(=O)CCl)C(Cl)(Cl)Cl)c([N+](=O)[O-])c1 (centres undefined) | -3 | . | -2.5 | -7 | 2 | 0.7 | -3.4 | 3 | -30 | .
C=CCN(C(=O)Nc1ccc2c(c1)nc(C)n2C)c1ccccc1 | . | 0.8 | -3.7 | -3 | . | -0.1 | -3.2 | . | 51 | 2
O=C(Nc1ccccc1)c1nc2ccccc2s1 | 13 | 2.3 | -0.2 | 3 | -5 | -3.7 | -3.6 | -13 | 10 | ?
O=C(Nc1cccnc1)Nc1ccccn1 | 15 | 4.4 | -3.0 | 6 | -1 | 1.4 | -3.9 | -15 | 1 | 1
COc1ccc(-c2csc(NC(=O)COc3ccc(N(C)S(=O)(=O)c4ccc(C)cc4)cc3)n2)cc1 | -58 | 1.6 | 4.3 | 12 | -5 | -2.7 | -0.5 | 58 | -22 | -11
CCOC(=O)c1cnc2c(Cl)c(Cl)ccc2c1N1CCN(C)CC1 | -3 | -1.6 | 1.6 | -11 | -6 | 3.8 | -4.5 | 3 | -3 | .
Cc1cccc(N=C/C(C(=O)C(F)(F)F)=C(\O)c2ccco2)c1 | 0 | 3.9 | 0.8 | 0 | 6 | 0.2 | -0.7 | 0 | -1 | 15
COc1ccc(CC(=O)N/N=C(\C)CC(=O)Nc2ccc(N(C)C)cc2)cc1 | -5 | -1.7 | 1.2 | -6 | -2 | 1.1 | -2.0 | 5 | -5 | 1
CCn1c(SC)nnc1-c1ccc(S(=O)(=O)N2CCCCC2)cc1 | 19 | 1.6 | 0.9 | 0 | . | -3.2 | -2.1 | -19 | 10 | .
O=P(OC1CCCCC1)(OC1CCCCC1)C(Nc1ccccc1)c1cccnc1 (centres undefined) | 13 | -0.8 | 1.0 | 6 | . | -1.6 | -0.2 | -13 | . | -2
CCNS(=O)(=O)c1ccc(NS(=O)(=O)c2cc(C)ccc2C)cc1 | -1 | -1.1 | 1.4 | 4 | -4 | -1.6 | -0.2 | 1 | -9 | -1
CCC(=O)N1CCN=C1SCc1c(F)cccc1Cl | 6 | 2.7 | 2.6 | -1 | . | -0.2 | -0.7 | -6 | -8 | -3
CCc1c2ccccc2nn1-c1ccccc1C(=O)C(C)=O | 4 | 1.6 | 0.1 | 6 | -7 | -1.0 | 8.0 | -4 | -12 | -2
NS(=O)(=O)c1ccc(NC(=O)NC2CCCCC2)cc1 | 21 | 1.7 | 1.1 | -6 | 0 | -0.9 | 0.4 | -21 | 9 | .
O=C(C1=C(O)C(=O)N(Cc2ccco2)C1c1cccs1)c1cccs1 (centres undefined) | 15 | -0.3 | 3.6 | 15 | 1 | -0.2 | -1.1 | -15 | 0 | 2
COc1ccc(NC(=O)CSCC(=O)Nc2cccc3ncccc23)cc1 | 18 | 4.1 | 2.4 | 16 | 3 | -0.9 | -1.5 | -18 | 9 | -2
Cc1cccc(NC(=O)CCN2CC(C)CC(C)C2)c1 (centres undefined) | 19 | 2.1 | 3.2 | 3 | -4 | 1.7 | -0.3 | -19 | -5 | 1
NC(=O)c1ccc(F)cc1 | 10 | 0.9 | 3.5 | -6 | -3 | 1.7 | -2.4 | -10 | 7 | 0
COc1cc(N)ccc1NC(=O)c1cc2ccccc2o1 | -29 | -0.6 | -1.0 | 3 | 3 | 2.0 | 0.4 | 29 | . | 24
COc1ccc(C(=O)NCc2ccncc2)cc1OC | 18 | 0.8 | 2.4 | 2 | -4 | -1.5 | -2.6 | -18 | -36 | -2
CSc1nnc2c3c4c(sc3nc(-n3nc(C)cc3C)n12)COC(C)(C)C4 | . | 2.6 | . | -4 | -3 | . | 0.0 | . | -5 | 1
Cc1ccc(NC(=O)CN(C)C(=O)CSc2n[nH]c(N)n2)cc1 | 24 | -0.9 | 1.1 | -1 | . | -0.5 | -2.2 | -24 | 7 | .
CCCCn1c(O)c(N=NC(=O)Cn2c(C(F)(F)F)nc3ccccc32)c2ccccc21 | -58 | 5.0 | -1.1 | -4 | . | -0.9 | -1.2 | 58 | 5 | -2
COc1cccc(NC(=O)C2CCN(S(=O)(=O)c3ccc4c(c3)N(C(C)=O)CCO4)CC2)c1 | 3 | 2.7 | -0.4 | -9 | -3 | 0.9 | -1.2 | -3 | -1 | -4
